High-throughput results (PubChem BioAssay)
CHT PAM: CHT positive allosteric modulators, primary screen, cell-based, membrane potential dye, choline EC20; High affinity choline transporter 1 (Homo sapiens), Q9GZV3; CHT-expressing cells; stronger effect = higher value; LV-AA mutant CHT in HEK293 cells; B-score at 10 µM; 310,000 tested, 0.49% active;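 active means initial fluorescence not abnormally high and integrated response B-score, plate-corrected, over 3 SD above library mean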
Target sequence (Q9GZV3 whole entry, looked up): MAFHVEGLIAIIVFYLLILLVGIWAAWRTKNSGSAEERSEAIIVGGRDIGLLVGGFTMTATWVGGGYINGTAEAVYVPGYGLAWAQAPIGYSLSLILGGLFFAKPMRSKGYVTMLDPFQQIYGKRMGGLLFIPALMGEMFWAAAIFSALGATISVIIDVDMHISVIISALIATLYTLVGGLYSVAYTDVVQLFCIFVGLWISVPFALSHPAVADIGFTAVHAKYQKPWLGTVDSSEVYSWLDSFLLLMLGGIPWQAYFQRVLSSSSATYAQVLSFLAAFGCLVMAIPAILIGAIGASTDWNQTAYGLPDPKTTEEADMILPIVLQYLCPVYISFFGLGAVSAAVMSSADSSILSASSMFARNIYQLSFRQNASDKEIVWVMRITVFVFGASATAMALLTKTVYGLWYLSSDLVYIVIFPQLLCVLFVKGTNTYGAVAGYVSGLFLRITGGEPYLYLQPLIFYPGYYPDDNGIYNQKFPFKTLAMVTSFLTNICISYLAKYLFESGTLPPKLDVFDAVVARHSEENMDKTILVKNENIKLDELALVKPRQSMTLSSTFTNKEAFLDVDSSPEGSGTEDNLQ
OX1R antag-1: antagonists of human orexin 1 receptor (OX1R) | Orexin/Hypocretin receptor type 1 (Homo sapiens), O43613 | OX1R-expressing cells, FRET antagonist read-out | inhibition, % at 6.6 µM | 330,000 tested, 1.8% active | AID 485270, 2010; in the data active means inhibition mostly above about 38%, no sharp cut-off; inactive means mostly below about 40%;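 further: 0% = agonist challenge alone and 100% = reference antagonist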
Target sequence (O43613 whole entry, looked up): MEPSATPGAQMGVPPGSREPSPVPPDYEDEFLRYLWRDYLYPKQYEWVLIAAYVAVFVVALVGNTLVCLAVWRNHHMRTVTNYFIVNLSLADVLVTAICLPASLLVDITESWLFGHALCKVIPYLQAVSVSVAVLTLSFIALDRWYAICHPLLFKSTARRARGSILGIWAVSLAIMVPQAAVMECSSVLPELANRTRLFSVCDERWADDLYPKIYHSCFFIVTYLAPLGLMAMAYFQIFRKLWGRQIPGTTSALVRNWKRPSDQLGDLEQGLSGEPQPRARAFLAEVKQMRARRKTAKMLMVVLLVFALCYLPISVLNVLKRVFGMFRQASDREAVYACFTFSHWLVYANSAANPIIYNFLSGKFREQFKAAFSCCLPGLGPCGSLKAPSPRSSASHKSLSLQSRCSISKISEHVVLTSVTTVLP
OX1R antag-2: OX1R (HCRTR1) antagonists, primary screen, fluorescence, CHO/OX1R cells, Fluo-8 calcium, orexin A | Orexin/Hypocretin receptor type 1 (Homo sapiens), O43613 | Fluo-8 calcium fluorescence | inhibition, % at 5 µM | 330,000 tested, 0.43% active | AID 434989, 2010;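 active means inhibition above its plate's threshold, mean inhibition of all tested compounds on the plate plus 3 SD, cut at about 37% in these data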;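 further: 0% = orexin A challenge wells and 100% = SB-334867-A antagonist wells; not every result past the cut was called active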
* = called active by the depositor; i = inactive; / = no result given.

SMILES	CHT PAM	OX1R antag-1	OX1R antag-2
CCCCCCn1c(N2CCC(C(N)=O)CC2)nc2c1c(=O)n(C)c(=O)n2C	i	22	-13
Cc1cc(C)c(C(N)=O)c(NCCc2ccccc2)n1	i	2	-8
COc1ccc(CNC(=O)COc2cccnc2[N+](=O)[O-])cc1OC	i	25	-31
CC(C)(CNS(C)(=O)=O)SCc1ccc(Cl)cc1	i	5	-8
Cc1ccccc1Nc1nnc(SCC(=O)c2ccc(O)cc2O)s1	i	25	-4
COC(=O)c1ccc(NC(=O)CSCc2ccccc2)cc1	i	12	-10
O=C1/C(=C\c2ccc(Br)cc2)SC(=S)N1NS(=O)(=O)c1ccccc1	i	-1	1
CCC(C)c1ccc(N(CC(=O)NC(C)(C)C)C(=O)CNC(=O)c2cccs2)cc1 (stereo unspecified)	i	18	-7
COc1ccc(N(CC(=O)NC2CCCCCC2)S(=O)(=O)c2ccc(C)cc2)cc1OC	i	53	-12
COc1ccc(NC(=O)CS(=O)(=O)c2ccc(C)cc2)c(OC)c1	i	-4	-22
COC(=O)Nc1nnc(CCc2ccccc2)s1	i	7	2
Cc1ccc(C)c(N2CCN(C(=O)CN(C)S(=O)(=O)c3cnc[nH]3)CC2)c1	i	7	-13
CCn1c(NC(=O)c2ccc(C)cc2)c2ccccc2nc1=O	i	4	-31
CCOC(=O)c1ccccc1Cc1nc2ccccc2c(=O)[nH]1	i	17	-12
Cc1ccc(-n2c(SCC(=O)NCc3ccco3)nc3c(sc4ccccc43)c2=O)cc1	i	17	-7
CCn1c(SCc2nc(-c3ccc(Cl)cc3)no2)nnc1-c1ccco1	i	28	-34
O=C(NCc1cccs1)C1CCC(=O)N(Cc2cccc(C(F)(F)F)c2)C1 (stereo unspecified)	i	-2	-14
CCCNC(=O)CCc1c(C)nc2c(c(C)nn2-c2ccc(C)cc2)c1C	i	-5	-36
Cn1cccc1C(=O)NCc1ccc(Cl)cc1	i	16	-17
COc1ccc(C(=O)OCC(=O)Nc2c(C)n(C)n(-c3ccccc3)c2=O)cc1OC	/	1	-5
COc1ccc(C2CC(c3cccc(Cl)c3)n3nc(N)nc3N2)cc1 (stereo unspecified)	i	2	-5
COC(=O)c1ccc(-c2noc(CN(Cc3ccncc3)CC3CCCO3)n2)cc1 (stereo unspecified)	i	19	-35
COCC1CCN(c2nc3nonc3nc2N2CCSCC2)C1 (stereo unspecified)	i	22	-17
O=C(COC(=O)c1ccc(S(=O)(=O)C(F)F)cc1)Nc1cccnc1Cl	i	9	-10
CCC(C)c1ccc(NC(=O)N2CCOCC2)cc1 (stereo unspecified)	i	10	-3
COc1cccc(NC(=O)CN(C)C(=O)/C=C/c2cn(-c3ccccc3)nc2-c2ccc(C)cc2)c1	i	13	-21
N=c1c(S(=O)(=O)c2ccc(Br)cc2)cc2c(=O)n3ccccc3nc2n1C1CCCCC1	i	11	-13
O=C(O)c1ccc(CSc2nnnn2-c2ccc(F)cc2)cc1	i	13	-2
COc1ccc(-n2c(=S)[nH]c3cc(C(=O)NCCCN4CCOCC4)ccc3c2=O)c(OC)c1	i	3	-15
O=C(N/N=C/C(Br)=C\c1ccccc1)c1cccs1	i	40*	-7
COc1ccc(CNCC(O)(c2ccccc2)c2ccc(Cl)cc2)cc1 (stereo unspecified)	i	16	-38
Cc1ccccc1NC(=O)C1CCCN1/C=C/C(=O)C(F)(F)F (stereo unspecified)	i	7	-16
CC(C)(C)C(C(Oc1ccc(Cl)cc1)n1cncn1)n1nnnc1C(c1cccc(Cl)c1)N1CCCCC1 (stereo unspecified)	i	15	-34
CN(C)S(=O)(=O)c1cccc(NC(=O)C(c2ccccc2)c2ccccc2)c1	i	20	-21
CC(C)Cn1nc(C(=O)NCc2ccccc2CN2CCCC2)c2ccccc2c1=O	/	4	-4
NC(=O)c1ccccc1NC(=O)CC1(CC(=O)O)CCCC1	i	8	-9

2 of the compounds above, with each value named:
CCC(C)c1ccc(N(CC(=O)NC(C)(C)C)C(=O)CNC(=O)c2cccs2)cc1 (stereo unspecified)
  CHT PAM: i
  OX1R antag-1: 18
  OX1R antag-2: -7

COc1ccc(N(CC(=O)NC2CCCCCC2)S(=O)(=O)c2ccc(C)cc2)cc1OC
  CHT PAM: i
  OX1R antag-1: 53
  OX1R antag-2: -12

Next section.
SMILES	CHT PAM	OX1R antag-1	OX1R antag-2
Cc1cc(NC(=O)c2cccc3ccccc23)cc(C)c1OCC(=O)N1CCOCC1	i	-1	-21
Cc1nnc2sc(COc3ccccc3)nn2c1=O	i	9	3
CCN(CCO)Cc1cc(=O)oc2c(C)c(C)ccc12	i	3	-30
COCCOC(=O)c1c(C)n(C)c2ccc(OC(=O)c3ccccc3F)cc12	i	-2	-25
COC(=O)c1cc(S(=O)(=O)N2CCCCC2C)c[nH]1 (stereo unspecified)	i	0	-10
CCN(CC)S(=O)(=O)c1ccc2c(c1)N(CC(=O)Nc1ccc(NC(C)=O)cc1)C(=O)CO2	i	-1	2
CCc1ccc(NC(=O)CC2C(=O)Nc3c2c(=O)n(C)c(=O)n3C)cc1 (stereo unspecified)	i	7	-4
NC(=O)CCCn1c(C(=O)c2ccc(Cl)cc2)c2ccc([N+](=O)[O-])cc2[n+]1[O-]	i	49	-10
CCOc1ccccc1CNc1ncnc2ccc(-c3c(C)noc3C)cc12	/	33*	34
COc1cc(S(=O)(=O)N2CCOCC2)ccc1F	i	13	-7
CC(=O)Nc1cccc(NC(=S)Nc2ccc(F)cc2F)c1	i	7	-9
COc1ccc(NC(=O)CN2C(=O)NC(C)(c3ccccc3)C2=O)c(OC)c1 (stereo unspecified)	i	6	-8
COC(=O)c1ccc(-n2c(C)cc(/C=N/n3cnnc3)c2C)cc1	i	21	12
O=[N+]([O-])c1ccc(-c2nc3ccc([N+](=O)[O-])cc3[nH]2)cc1	i	67	8
Nn1c(SCC(=O)NC2CCCCC2)nnc1-c1ccco1	/	4	6
O=C1CSC2=NCN(c3ccc4c(c3)OCO4)CN12	i	16	-24
CCOC(=O)c1sc(N)c(C(=O)Nc2ccccc2)c1C	i	-3	-11
Cc1cccc(OCC(=O)NC(=S)Nc2ccccc2N2CCOCC2)c1C	i	3	-15
COc1ccc(OCc2nn3c(-c4cccc(OC)c4)nnc3s2)cc1	i	19	-14
O=C(CNC(=O)c1ccc(N2C(=O)c3ccccc3C2=O)cc1)OCC(=O)c1cccc2ccccc12	i	14	15
Cc1ccc(N(CC(=O)N/N=C/c2ccc(OC3CSC3)cc2)S(=O)(=O)c2ccccc2)c(C)c1	i	2	-35
Cc1nnc(NC(=O)CSc2nnc(CC(=O)Nc3ccccc3C)n2C)s1	i	4	5
COc1cc(OC)cc(C(=O)N/N=C\c2ccoc2)c1	i	12	-5
FC(F)(F)c1cc(N2CCN(Cc3ccccc3)CC2)c2ccccc2n1	i	9	-55
CCCN(CCC)C(=O)CSc1nc2ccccc2c(=O)n1C1CCCC1	i	23	-39
CCOc1ccc(Br)cc1S(=O)(=O)N1CCC(C(=O)O)CC1	i	17	-18
O=C(NCC1CCCO1)c1ccc2c(=O)n(-c3ccccc3)c(=S)[nH]c2c1 (stereo unspecified)	i	14	-9
COc1cc(CN2CCN(CCOCCO)CC2)cc(OC)c1OC	i	10	-7
COc1cccc(C(=O)Nc2cc(NC(=O)c3cccs3)ccc2C)c1OC	i	23	-10
O=S(=O)(NCc1cccnc1)c1cccn1-c1ncc(C(F)(F)F)cc1Cl	i	20	-20
COc1cc(NC(=O)CCn2c(=S)oc3ccccc32)cc(OC)c1OC	i	1	-32
O=C(OCC(=O)N1CCCC1)c1ccccc1C(=O)c1ccccc1	/	7	-18
Cc1c(C(=O)NC(C)c2ccncc2)oc2ccccc12 (stereo unspecified)	i	8	-15
O=C1C(C=Nc2ccc(F)cc2)=C(O)c2ccccc21	i	22	-23
O=C(c1cc(-c2ccco2)nc2ccccc12)N1CCN(Cc2ccccc2)CC1	/	5	-21
O=C(Nc1nc(-c2ccc(Oc3ccccc3)cc2)cs1)C1=COCCO1	i	27	-12
COc1ccccc1NCC(=O)N/N=C/c1cccnc1	i	4	-12
COc1ccc(C2C3=C(CC(C)(C)CC3=O)OC(N)=C2[N+](=O)[O-])cc1 (stereo unspecified)	i	12	-35
Cc1ccc(NC(=O)c2cc(NC(=O)CCCC(=O)O)ccc2Cl)cc1Cl	i	22	-2
CCOC(=O)C1=C(C)NC(C)=C(C(=O)OCC)C1C(=O)OCC(=O)NC1(C#N)CCCCC1	i	2	-20
O=C(CCN1C(=O)c2ccccc2C1=O)N1CCCCCC1	i	36	-9
O=C1CCCCCCCN1Cc1ccccc1	i	6	-5
COc1ccc(NS(=O)(=O)c2ccc3c(c2)NC(=O)CC(=O)N3)cc1OC	i	6	-3
CCn1nnnc1-c1ccc(OC)c(S(=O)(=O)Nc2ccc(OC)cc2)c1	i	14	-13
COc1ccccc1-n1ccnc1SCC(=O)NCc1ccco1	i	5	0
Cc1ccc(N=Nc2[nH]c3ccccc3c2O)cc1	i	30	15
COc1ccccc1OCC#CCNC1CCCCC1C (stereo unspecified)	i	4	1
COc1ccc(C(C)(C)C)cc1NC(=O)C1CCCO1 (stereo unspecified)	i	9	-23
Cc1c(NC(=O)c2ccc(N3C(=O)C4C5C=CC(C5)C4C3=O)cc2)c(=O)n(-c2ccccc2)n1C (stereo unspecified)	i	6	-6
CCOC(=O)C1(CC2CCCCO2)CCN(S(=O)(=O)c2ccccc2)CC1 (stereo unspecified)	i	7	-27
CC(=O)c1cc2c(cc1NC(=O)Cn1nc(-c3ccc(F)cc3)ccc1=O)OCO2	i	31	-19
O=C1CC(c2ccccc2)=NN1c1nc(-c2ccccc2)cs1	i	14	-25
Cc1cc(C(=O)Nc2ccncc2)ccc1[N+](=O)[O-]	i	11	-20
CC(Sc1nc(=O)cc(N)n1CCc1ccccc1)C(=O)NCc1ccccc1 (stereo unspecified)	i	9	-25
CC1=C(C(=O)OCC(C)C)C(c2ccccc2Cl)NC(=O)N1C (stereo unspecified)	i	11	-27
CCn1c(C)c(C(C)=O)c(N2CCCC2)nc1=S	i	25	-3
Cc1[nH]n(-c2ccccc2)c(=O)c1/C=N/NC(=O)c1ccoc1C	i	17	-5
Nc1c(C(=O)Nc2ccc3c(c2)OCCO3)nnn1CCc1ccccc1	i	15	-3
COc1ccc(C(=O)c2ccc(Br)cc2)cc1	i	8	-7
O=C(CCN1C(=O)c2ccccc2S1(=O)=O)N1CCN(c2ccccc2F)CC1	i	2	-13

Single records, as listed above. Screens in order: CHT PAM | OX1R antag-1 | OX1R antag-2
Cc1[nH]n(-c2ccccc2)c(=O)c1/C=N/NC(=O)c1ccoc1C reads i | 17 | -5
CCN(CCO)Cc1cc(=O)oc2c(C)c(C)ccc12 reads i | 3 | -30
Cc1ccccc1Nc1nnc(SCC(=O)c2ccc(O)cc2O)s1 reads i | 25 | -4
Cc1cc(C(=O)Nc2ccncc2)ccc1[N+](=O)[O-] reads i | 11 | -20
Cc1ccccc1NC(=O)C1CCCN1/C=C/C(=O)C(F)(F)F (stereo unspecified) reads i | 7 | -16

New compounds follow:
SMILES	CHT PAM	OX1R antag-1	OX1R antag-2
O=c1[nH]c(NCc2ccco2)nnc1Cc1ccccc1Cl	i	12	-27
Cc1nc2cc(NC(=O)Nc3ccc(Br)cc3)ccc2o1	i	28	-13
O=C(CSc1nnc(Cn2c(=O)sc3ccccc32)n1-c1ccccc1)N1CCCC1	i	9	-12
CCOC(=O)c1c(-c2ccccc2)csc1NC(=S)NC	i	11	-19
Cc1ccc(CNC(=O)CCc2nc(-c3cccs3)no2)cc1	i	16	-17
O=C(C[C@H]1C/C=C\C[C@H](Cc2ccc(F)cc2)C(=O)OC[C@@H]2CCCN2C1=O)N[C@H](CO)Cc1ccccc1	/	8	1
COc1ccc(-n2c(SCC(=O)N3CCCC(C)C3)nnc2-c2cccnc2)cc1 (stereo unspecified)	i	8	-16
CN1C(=O)/C(=C/c2cccc(Cl)c2)Sc2ccc(C(=O)N3CCCC3)cc21	i	-11	-24
Cc1cc(NC(=O)CN2CCN(c3ccccn3)CC2)ccc1Br	i	-4	5
Nc1ccccc1N=Nc1ccccc1N	i	20	-5
Nc1c(NCCN2CCCCC2)c2ccccc2oc1=O	i	17	-7
COc1ccc(CCNc2ncnc3c2nnn3Cc2ccccc2)cc1OC	i	17	-25
COc1ccccc1C(=O)NCCC(=O)NCCOc1ccccc1	i	13	-12
COc1ccc(NC(=O)c2cc(-c3cccs3)on2)cc1	i	25	-4
OCc1csc(=Nc2ccccc2)n1-c1ccccc1	i	24	-29
Cc1ccccc1N1C(=O)C2C3C=CC(CC3)C2C1=O (stereo unspecified)	i	16	-2
COc1cc(C)ccc1OCCOc1c(Cl)cc(Cl)cc1Cl	i	13	-35
CN(CC(=O)NC(=O)NCc1ccccc1)Cc1ccc(Cl)cc1	i	6	-26
CCC(C)NC(=O)[C@H]1N2C(=O)c3c(ccc(OC)c3OC)C2SC1(C)C (stereo partly specified)	i	19	-30
CC(=O)Nc1ccccc1C(=O)C(=O)Nc1cccc(F)c1	i	3	-3
